H9c2 TAG inh: inhibitors of triacylglycerol accumulation, primary screen, cell-based, uHTS, fluorescence, H9c2 | H9c2 cells, Nile Red lipid (TAG) fluorescence; cells loaded with 200 µM oleic acid | inhibition, % at 12.5 µM | actives 0.66% (n = 230,000) | AID 651582, 2012;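 active means pattern-corrected inhibition of lipid staining of at least 50% with the nuclear-stain viability signal not falling by more than 50%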;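 further: 0% = DMSO wells and 100% = triacsin C control wells; some results filed as inactive read as strong as hits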
H9c2 TAG inh DAPI viability: recorded beside H9c2 TAG inh, whose call it bears; DAPI nuclei signal change (viability), lower = more cytotoxic, %;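 whole-well DAPI fluorescence read on a plate reader as a viability signal; minus 50 percent equals half of cells still viable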
Numbers without * were called inactive; i = inactive.

smiles	H9c2 TAG inh	H9c2 TAG inh DAPI viability
CCN(CC)S(=O)(=O)c1ccc(-c2csc(C)n2)s1	-1	3
CCOC(=O)c1ccc(N2CCOCC2)c(NC(=O)c2c(-c3ccccc3)noc2C)c1	25	-20
COc1ccc(N2CCN(C(=O)c3ccc(CNS(=O)(=O)c4cc(C)ccc4C)cc3)CC2)cc1	0	5
CCc1ccccc1N1CC(C(=O)N2Cc3ccccc3CC2C(N)=O)CC1=O (stereo not given)	-9	-2
COc1cc(/C=C2/SC(=S)N(CC(=O)NNC(=O)c3ccc(F)cc3)C2=O)cc(OC)c1OC	4	-3
C=CCn1c(=O)c(C(=O)Nc2cc(C)ccn2)c(O)c2ccccc21	1	1
CCc1cccc(NC(=O)c2ccc(CNc3c(N4CCCC4)c(=O)c3=O)cc2)c1	9	-4
COc1ccccc1CN1CC(C(=O)N(C)CCc2ccccn2)CCC1=O (stereo not given)	-17	4
O=C(COc1ccc(-n2ccnc2)cc1)Nc1cccc(F)c1	-17	4
COc1cc(OC)cc(-c2nc3ccccc3c(=O)n2OC(=O)c2ccc(C)c(C)c2)c1	2	4
CC(=O)Oc1ccccc1C(=O)Oc1ccc(/C=N/n2cnnc2)cc1	3	1
O=C(NCc1nc(-c2ccc(C(F)(F)F)cc2)no1)c1cccs1	-10	-2
CCCCOC(=O)C1CCC[C@@H](C)N1 (stereo not given in full)	-15	11
Cc1ccc(S(=O)(=O)N(C)Cc2nc(-c3ccccn3)no2)cc1	-38	17
CCOc1ccc(NC(=O)CNC(=O)c2ccc([N+](=O)[O-])cc2)cc1	6	-1
Cc1occc1C(=O)Nc1cccnc1	-13	-2
COCCCN(CCNC(=O)c1ccc(NC2=NC3CS(=O)(=O)CC3S2)cc1)Cc1ccco1 (stereo not given)	11	-5
CC(C)(C)[C@@H]1COC(=O)[C@H](Cc2ccc(F)cc2)C/C=C\C[C@@H](CC(=O)N(CCO)Cc2ccccc2)C(=O)N1	12	3
O=C(CCCc1c[nH]c2ccccc12)NCc1cccs1	26	4
COc1cc(-c2nc3cnccc3n2C)cc(OC)c1OC	3	-10
Cc1cc(NS(=O)(=O)c2ccc(NC(=O)c3ccc(Cl)cc3[N+](=O)[O-])cc2)no1	9	-5
C#CCN1C(=O)C2(OCCO2)c2ccccc21	2	1
Cc1cccn2c(CN(C)CC3CCCCO3)c(C(=O)N3CCCCC3)nc12 (stereo not given)	-15	7
COc1ccc(C(=O)N/N=C/c2cccc3cccnc23)cc1	12	-21
NC(=O)CC(NC(=O)Cc1ccc(Br)cc1)c1ccc(NC2CCC2)c([N+](=O)[O-])c1 (stereo not given)	-2	-6
Cn1c(=O)c(/C=C/c2ccc(F)cc2)nc2ccccc21	20	5
CN(C)c1ccc(S(=O)(=O)NCC(=O)NCCC2=CCCCC2)cc1[N+](=O)[O-]	-1	-5
CC1CC(C)CN(C(=O)c2cccc(S(=O)(=O)N(C)c3ccccc3)c2)C1 (stereo not given)	1	-9
C(=N\Nc1nc(-c2ccccc2)cs1)/c1ccncc1	0	0
Cc1[nH]c(=O)[nH]c(=O)c1S(=O)(=O)N1CCCC(C(=O)NCCc2ccccc2)C1 (stereo not given)	13	-11
CCCCn1c(NCc2cc(C)ccc2O)nc2ccccc21	6	1
COc1cc([C@@H]2CC=C(C(=O)O)[C@H](c3ccc(Cl)cc3)N2S(=O)(=O)c2ccc(C)cc2)cc(OC)c1OC	6	-5
O=C(CC(C(=O)O)P(=O)(c1ccccc1)c1ccccc1)c1ccc(Br)cc1 (stereo not given)	10	-7
Cc1ccc(NC(=O)CCNC(=O)c2ccccc2Cl)cc1S(=O)(=O)N1CCCCCC1	10	-5
Cc1ccc(-c2[nH]c3ccccc3c2SCCN)cc1	43	-2
CCOC(=O)Cc1csc(NC(=O)c2cnc3scc(C)n3c2=O)n1	0	13
CC(=O)c1c(N)nc2n(c1=O)CCCCC2	-1	-6
Cc1ccc2c(c1)[C@H]1OCC[C@H]1[C@@H](c1ccncc1)N2	5	-5
Cc1ccc(S(=O)(=O)N(C)C)cc1NC(=O)Cn1c(CN2CCOCC2)nc2ccccc2c1=O	-1	-9
Cc1nc(Cl)cc(N/N=C/c2ccc(O)cc2O)n1	-2	8
O=C(O)c1cccc(Nc2nc3ccccc3nc2NS(=O)(=O)c2ccccc2)c1	1	-8
CCc1ccc(CN(C)C(=O)c2cc(COc3cncc(Cl)c3)on2)cc1	-19	-1
COc1cccc(C2=NC(C)(C)NC(c3ccccc3O)C2)c1 (stereo not given)	5	-5
COc1ccc(NC(=O)CCc2nc(-c3ccc(C)cc3)no2)c(OC)c1	-12	-4
Cc1ccccc1C(=O)N1CCC(C(=O)Nc2ccccc2N2CCCC2)CC1	-4	-2
Cc1ccc2oc(-c3ccc(NC(=O)c4ccncc4)cc3O)nc2c1	-4	i
Cc1ccc(C2CC(c3ccc(C)cc3)n3nc(N)nc3N2)cc1 (stereo not given)	-7	0
COc1cccc(C(C(=O)NC2CCCC2)N(CC2CCCO2)C(=O)Cc2cccs2)c1 (stereo not given)	2	-6
Cc1nnsc1C(=O)N/N=C/c1cccc(C(F)(F)F)c1	15	-8
COc1ccc(C(=O)NCC(O)CN2CCOCC2)cc1[N+](=O)[O-] (stereo not given)	-6	11

Next section.
smiles	H9c2 TAG inh	H9c2 TAG inh DAPI viability
CCc1ccc(NC(=O)CCc2nc3sc4c(c3c(=O)[nH]2)CCCC4)cc1	-4	3
CC(C)COc1ccc2[nH]c3c(c2c1)CCCC3=O	1	18
O=C(c1cc(-c2cccs2)nn1-c1ccccc1)N1CCN(S(=O)(=O)c2ccccc2)CC1	0	-4
COc1ccccc1NC(=O)c1cc(Br)ccc1Cl	9	-5
CCn1cc(SCC(=O)N2CCOCC2)c2ccccc21	-2	-26
COc1ccc(-c2csc(N(CCCN(C)C)C(=O)c3ccccc3C)n2)cc1	27	6
CCCCOc1ccc(S(=O)(=O)NC(=O)C2(C)CCN2C(=O)c2cccc(F)c2)cc1 (stereo not given)	80	-68
Cc1cc(NC(=O)C2CCCN(S(=O)(=O)c3c(C)noc3C)C2)n[nH]1 (stereo not given)	-1	-5
O=C(NC[C@@H]1CCCO1)c1cccc2c1C(=O)c1ccc(N3CCOCC3)cc1S2(=O)=O	7	-10
O=C(COc1ccc(-n2ccnc2)cc1)Nc1cccc(Cl)c1	-31	0
CCN1CCN(CC(=O)NC2CCCCC2)C(=O)C1=O	2	5
CCOC(=O)C1=C(N)n2c(s/c(=C\c3ccco3)c2=O)=C(C(=O)OC(C)C)C1c1ccco1 (stereo not given)	19	-19
CCCCN1C[C@H](Cc2ccccc2)[C@@H](CC(=O)Nc2ccccc2)C1=O	7	6
O=C1CCC(/C=C/c2ccccc2)=NN1Cc1ccccc1	-2	-11
O=C(CSc1nnc(-c2ccccc2F)n1C1CC1)Nc1ccc2[nH]c(=O)[nH]c2c1	5	-5
COc1ccccc1N(C)S(=O)(=O)c1ccc(C(=O)NNC(=O)c2ccccc2O)cc1	-10	-13
COc1ccc(NC(=O)CN2CCN(c3nc(-c4ccc(F)cc4)cs3)CC2)c(OC)c1	2	4
O=C(CC1Sc2ccccc2NC1=O)NCc1ccccc1 (stereo not given)	-7	1
Clc1ccc(SCCCCn2cncn2)cc1	-8	16
O=C1CCC(C(=O)N2CCc3ccccc3C2)CN1CCCN1CCOCC1 (stereo not given)	16	-8
S=c1[nH]nc(Cn2cnc3ccccc32)n1-c1ccccc1	6	8
CC(=O)NC(CCS(C)(=O)=O)C(=O)Nc1ccccc1 (stereo not given)	7	-4
Cc1ccc(CNc2ccc3nnc(-c4ccccc4)n3n2)cc1	7	-4
Nc1cc(N)nc(SCC(=O)NCC(=O)Nc2ccc(F)c(F)c2F)n1	10	-4
Cc1nc(SCC(=O)Nc2ccccn2)n[nH]1	-3	7

The final 2 records of the section before open the next one.
Every second line gives: H9c2 TAG inh	H9c2 TAG inh DAPI viability
Nc1cc(N)nc(SCC(=O)NCC(=O)Nc2ccc(F)c(F)c2F)n1
→ 10	-4
Cc1nc(SCC(=O)Nc2ccccn2)n[nH]1
→ -3	7
Cc1nnc(SCC(=O)Nc2nsc(-c3ccc(C(C)(C)C)cc3)n2)s1
→ 14	23
CCOC(=O)c1n[nH]n(-c2cc(Cl)cc(Cl)c2)c1=O
→ -11	3
COc1cccc(OCCn2cc(C(C)=O)c3ccccc32)c1
→ -12	-7
CN(CCC#N)C(=O)COC(=O)c1cc(Cl)cc(Cl)c1N
→ 3	23
CC(=O)C1=C(O)C(=O)N(c2ccc(Br)cn2)C1c1ccccc1F (stereo not given)
→ 6	0
O=C1C=C(NCc2ccc(Cl)c(Cl)c2)CC1
→ 6	1
O=C(Nc1nnc([C@@H]2C[C@H](O)[C@@H](CO)O2)s1)Nc1ccccc1C(F)(F)F
→ -3	2
CN(C(=O)COC(=O)c1nc(Cl)ccc1Cl)c1ccccc1
→ 27	2
CCOc1cccc(NC(=O)Cc2cccs2)c1
→ -14	-7
O=C(COC(=O)/C=C/c1cccc(C(F)(F)F)c1)Nc1ccc(Cl)cn1
→ -31	-4
CC(=O)Nc1ccc(CN(C)c2c(C)nc3ccc(C(=O)Nc4ccc(Cl)c(Cl)c4)cn23)cc1
→ 12	8
Cc1ccc2c(c1)N(C(=O)CCC(=O)N1CCN(c3ccccn3)CC1)CC(C)O2 (stereo not given)
→ -35	-17
CN(CC(=O)Nc1cccc(F)c1)C(=O)c1cc(-c2cccs2)nn1-c1ccccc1
→ 14	0
O=C(CCCNS(=O)(=O)c1ccc(Br)cc1)N1CC[C@@]2(O)CCCC[C@H]2C1
→ -1	8
O=[N+]([O-])c1cccc(-c2nc(-c3ccccn3)no2)c1
→ 0	-2
Cc1cc(C)n(-c2nc3c(c(=O)[nH]c(=O)n3C)n2Cc2ccc(F)cc2)n1
→ 0	2
COc1cc([N+](=O)[O-])cc2sc(NC(=O)C(C)(C)C)nc12
→ 14	-5
COCCCNC(=S)N1CCN(c2nc(-c3cccc(OC)c3)cs2)CC1
→ -11	-7
COc1ccc2nc(/N=C(\N)NC(=O)C(C)(C)C)nc(C)c2c1
→ 26	21
O=c1c(-c2cccc([N+](=O)[O-])c2)[n+]([O-])c2ccccc2n1O
→ -5	8
Cc1cc(CNC(=O)c2cc(COc3ccc(F)c(F)c3)on2)nn1C
→ 7	-5
CCN(CC)CC1(O)CCN(C(=O)c2ccc(Cl)c(Cl)c2)CC1
→ 16	-7
COC(=O)c1ccc(N2C(=O)CC(N3CCC(O)(c4ccc(Br)cc4)CC3)C2=O)cc1 (stereo not given)
→ 16	9
CCOC(=O)c1sc2nc(CSc3ccccc3)nc(N3CCCN(C)CC3)c2c1C
→ 48	-10
O=C(CNC(=O)c1ccco1)N/N=C/c1ccccc1[N+](=O)[O-]
→ -4	-3
CCOC(=O)C1(CC2CCCCO2)CCN(Cc2cc3ccccc3[nH]2)CC1 (stereo not given)
→ -13	12
Cn1ccnc1/C(=N\NC(=O)c1ccccc1)c1cccc([N+](=O)[O-])c1
→ 8	-5
CCOc1ccc(NC(=O)Cn2c(=O)n(CC3CCCO3)c(=O)c3ccccc32)cc1 (stereo not given)
→ 0	-3
Cc1ccc(S(=O)(=O)N2CCOCC2)cc1NC(=O)CNC1CCCC1
→ 5	-4
Cc1ccc(S(=O)(=O)NC(=O)COc2ccccc2C)cc1
→ 1	-6
CC[N+](C)(C)CCN(Cc1ccc(Cl)cc1)c1ccccn1
→ -6	-16
CCN1C(=O)[C@H]2[C@@H](c3ccc(OC)cc3)N[C@]3(CCCN(Cc4ccc(Cl)cc4)C3=O)[C@H]2C1=O
→ 10	-2
CC1=C(/C=C/C(C)=C/C=C/C(C)=C/C(=O)Nc2ccc(O)cc2)C(C)(C)CCC1
→ 92	-51
CC(=O)OCC1=C(C(=O)O)N2C(=O)C(NC(=O)C(C)Cn3cc(Cl)cn3)C2SC1 (stereo not given)
→ 0	-6
O=C(O)CC1S/C(=N/N=C/c2ccccn2)NC1=O (stereo not given)
→ -3	7
O=C(C(=O)N1CCN(c2ccc(F)cc2)CC1)N1CCCCC1
→ -4	2
COCCn1c(-c2ccc(OC(F)(F)C(F)C(F)(F)F)cc2)nc2c1c(=O)[nH]c(=O)n2CC(C)C (stereo not given)
→ 16	5
O=C(Nc1ccc(F)cc1)Nc1ccccc1NS(=O)(=O)c1cccs1
→ -31	8
Cc1cc(C)c(NC(=O)CNC(=O)c2ccc(-n3cncn3)c([N+](=O)[O-])c2)c(C)c1
→ 8	1

Another view of part of the listing above.
Cn1ccnc1/C(=N\NC(=O)c1ccccc1)c1cccc([N+](=O)[O-])c1
  H9c2 TAG inh: 8; H9c2 TAG inh DAPI viability: -5
CCOc1ccc(NC(=O)Cn2c(=O)n(CC3CCCO3)c(=O)c3ccccc32)cc1 (stereo not given)
  H9c2 TAG inh: 0; H9c2 TAG inh DAPI viability: -3
Cc1ccc(S(=O)(=O)N2CCOCC2)cc1NC(=O)CNC1CCCC1
  H9c2 TAG inh: 5; H9c2 TAG inh DAPI viability: -4

A portion of the library; count on the stated rates, not on these rows.
